SR-BI DiI-HDL act: activators of SR-BI mediated DiI-HDL uptake, primary screen, ldlA[mSR-BI] CHO cells, DiI fluorescence; 3 h; 100 = double the neutral-control signal; activation, % at 12.5 µM; actives 0.096% (n = 320,000); AID 504775, 2011;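 active means mean replicate activation of at least 60% and every replicate at or above 60%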;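 further: 0% = median plate neutral-control signal and 100% = twice that signal; values of inactives mirror those of a sister screen read the other way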
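system = CHO ldlA[mSR-BI] cells, LDL receptor-null, SR-BI overexpressing | medium = Ham's F12 with 0.5% BSA, HEPES 25 mM, pH 7.4 | probe or stimulus = DiI-HDL 10 µg/mL | compound dosing = single-point compound dose | incubation = compound exposure 3 h, 37 °C | technique = DiI fluorescence, bottom read | read-out = cell-associated DiI fluorescence as measure of HDL uptake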
Arrestin-AP2 inh: inhibitors of beta-arrestin/AP2 binding, primary screen, biochemical, GPCR trafficking, flow cytometry; beta-arrestin 1 C-terminal peptide binding to AP2 beta2-adaptin appendage (human); FITC-arrestin peptide / GST-AP2 beads; AP2 beta2 appendage carries R879A mutation; inhibition, % at 10 µM; actives 0.31% (n = 340,000); AID 504490, 2011;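 active means inhibition above a set limit, near 3 SD of compounds lacking own fluorescence, cut at about 54% in these data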;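 further: plate controls were DMSO wells for no effect and 5 µM unlabelled arrestin peptide for full effect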
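Measured by: flow cytometry, FL1 (488/535 nm); Material: AP2 appendage R879A on GSH beads; Evaluation: percent response; Timing: pre-incubation 12 min, peptide binding 1 h, room temperature; Also added: 50 nM FITC-arrestin peptide; Medium: PBS with 0.05% Tween 20 and 0.1% BSA.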
PKA-R2B act: activators of PKA-R2B holoenzyme, primary screen, biochemical, fluorescence polarization, Cy5-IP20, human. cAMP-dependent protein kinase catalytic subunit beta (Homo sapiens) + cAMP-dependent …. PKA-R2B holoenzyme dissociation; R2B truncated from residue 108, S112A mutant; 0% DMSO only, 100% 113 µM cGMP. activation, % at 11.4 µM. actives 0.079% (n = 340,000). AID 504700, 2011;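 active means activation above a cutoff set at the mean over all compounds plus 3 SD, cut at about 18% in these data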;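 further: higher means more holoenzyme dissociation and a rise in polarization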
Target sequence (P31323 whole entry, looked up, other chains not shown, the tested form may be a part): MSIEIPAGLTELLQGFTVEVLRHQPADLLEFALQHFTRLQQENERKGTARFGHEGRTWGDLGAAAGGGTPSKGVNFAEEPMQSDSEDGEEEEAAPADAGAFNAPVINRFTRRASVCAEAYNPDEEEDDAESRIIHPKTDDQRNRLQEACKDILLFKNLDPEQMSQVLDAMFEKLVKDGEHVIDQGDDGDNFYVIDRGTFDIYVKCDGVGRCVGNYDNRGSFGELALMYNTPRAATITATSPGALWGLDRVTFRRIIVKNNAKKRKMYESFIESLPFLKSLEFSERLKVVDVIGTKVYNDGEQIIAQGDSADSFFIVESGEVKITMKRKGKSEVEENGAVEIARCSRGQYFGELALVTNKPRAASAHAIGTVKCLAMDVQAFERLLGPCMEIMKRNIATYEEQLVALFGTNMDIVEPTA
DAGLB inh: DAGLB lipase inhibitors, primary screen, biochemical, fluorescence, HTS | Diacylglycerol lipase-beta (Homo sapiens), Q8NCG7 | HEK293T DAGLB membrane lysate, EnzChek fluorogenic substrate | inhibition, % at 5.17 µM | actives 0.059% (n = 340,000) | AID 504411, 2011; in the data active means inhibition above about 34%;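 further: 0% = enzyme with vehicle and 100% = wells lacking enzyme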
NSD2 inh: NSD2 histone methyltransferase inhibitors, primary screen, biochemical, AlphaScreen, single concentration, set 2; Histone-lysine N-methyltransferase NSD2 (Homo sapiens), O96028; NSD2 peptide methylation, 120 min; inhibition, % at 12.5 µM; actives 0.54% (n = 310,000); in the data active means inhibition above about 50%
Cardiac RTF inh: cardiac RTF calcium sensitivity inhibitors, primary screen, biochemical, IANBD-TnC fluorescence, EC70 calcium | Troponin I, cardiac muscle (Homo sapiens) + Troponin T, cardiac muscle (Homo sapiens) + … | IANBD-labeled cardiac RTF, Ca2+ fluorescence | inhibition, % at 7.15 µM | actives 0.12% (n = 340,000) | AID 493244, 2011;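 active means inhibition above the mean inhibition of all tested compounds plus 3 SD, cut at about 17% in these data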;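 further: assay run at fixed EC70 calcium of 1.6 mM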
PvdQ inh: P. aeruginosa PvdQ acylase inhibitors, primary screen, biochemical, fluorescence, plate reader and imaging, single point; PvdQ acylase [Pseudomonas aeruginosa LESB58]; purified PvdQ acylase; inhibition, % at 10 µM; actives 0.063% (n = 340,000); AID 488965, 2010; in the data active means inhibition above about 30%, passing the limit was not always enough;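 further: 0% = vehicle neutral wells and 100% = reference inhibitor wells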
C-LANA FP: inhibitors of KSHV C-LANA binding to DNA, primary screen, biochemical, fluorescence polarization, FAM-LBS DNA, MBP-C-LANA, single point; Kaposi's sarcoma herpesvirus LANA C-terminal domain (residues 932-1162) DNA binding; inhibition, % at 9 µM; actives 0.078% (n = 340,000);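 active means highest replicate inhibition at or above 60% at 9 µM, even if other replicates fall short; inactive means all replicates below 60% inhibition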;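 further: 0% = neutral control wells and 100% = 4 µM acridine orange control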
SR-BI DiI inh: inhibitors of SR-BI mediated HDL lipid uptake, primary screen, ldlA[mSR-BI] cells, fluorescence, single point; inhibition, % at 12.5 µM; actives 0.96% (n = 320,000); ldlA[mSR-BI] CHO cells, DiI-HDL uptake fluorescence, 3 h; Scavenger receptor class B member 1 (Mus musculus), Q61009;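 active means mean replicate inhibition of at least 70% and a set share of replicates each scoring 70 or more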;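 further: 0% = median of neutral control wells and 100% = median of positive control wells; values of inactives mirror those of a sister screen read the other way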
Keap1 Nrf2 FP: Keap1-Nrf2 protein-protein interaction inhibitors, primary screen, biochemical, fluorescence polarization, single point; AID 504523, 2011; Keap1 Kelch-Nrf2 peptide fluorescence polarization, 1536-well; inhibition, % at 9.4 µM; Kelch-like ECH-associated protein 1 (Homo sapiens), Q14145; actives 0.15% (n = 340,000); in the data active means inhibition above about 12%;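 further: human Keap1 Kelch domain with fluorescein labeled Nrf2 9mer peptide probe; 0% = neutral control wells and 100% = peptide positive control; higher means more block of Keap1 binding to Nrf2 peptide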
Target sequence (Q14145 whole entry, looked up, the tested form may be a part): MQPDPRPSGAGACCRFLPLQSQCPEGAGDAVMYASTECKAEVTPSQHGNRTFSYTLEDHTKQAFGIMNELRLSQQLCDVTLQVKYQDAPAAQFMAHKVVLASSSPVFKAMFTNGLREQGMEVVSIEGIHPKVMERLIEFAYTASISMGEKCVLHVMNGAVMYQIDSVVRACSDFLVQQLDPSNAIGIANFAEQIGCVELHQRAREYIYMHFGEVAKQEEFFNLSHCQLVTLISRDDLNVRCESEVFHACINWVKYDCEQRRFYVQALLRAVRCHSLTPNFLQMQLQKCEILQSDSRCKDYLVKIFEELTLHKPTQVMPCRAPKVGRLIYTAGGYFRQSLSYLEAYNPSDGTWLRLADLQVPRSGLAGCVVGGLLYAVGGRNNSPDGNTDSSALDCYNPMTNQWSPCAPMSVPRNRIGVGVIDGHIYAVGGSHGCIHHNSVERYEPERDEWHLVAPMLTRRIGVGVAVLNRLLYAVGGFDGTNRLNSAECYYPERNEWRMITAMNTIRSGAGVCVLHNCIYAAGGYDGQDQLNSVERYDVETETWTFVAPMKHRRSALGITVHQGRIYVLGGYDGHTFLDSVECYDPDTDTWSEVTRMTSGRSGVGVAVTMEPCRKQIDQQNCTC
The depositor's hits bear a star; . = no result given.

Preview, 11 compounds:
canonical_smiles	SR-BI DiI-HDL act	Arrestin-AP2 inh	PKA-R2B act	DAGLB inh	NSD2 inh	Cardiac RTF inh	PvdQ inh	C-LANA FP	SR-BI DiI inh	Keap1 Nrf2 FP
C/C(=N\NC(=O)C(N)=O)c1cccc(C(F)(F)F)c1	38	10	2	0	0	-8	-4	0.2	-38	-2
Cc1ccc(NC(=S)N(Cc2cccs2)Cc2cc3cc(C)ccc3[nH]c2=O)cc1	-11	-2	2	0	-2	8	-12	0.9	11	1
Cc1occc1-c1nnc(SCC(=O)NCc2ccco2)n1CC(C)C	4	9	-12	1	2	1	5	0.7	-4	-7
Clc1ccc(SCc2cc(-c3ccccc3)no2)cc1	9	-6	-12	-26	1	-5	-18	3.6	-9	-3
S=C(NC1CCCCC1)N1CCN(Cc2ccccc2)CC1	21	-12	-3	-4	3	5	-9	0.2	-21	3
Cc1cc(C(=O)NC(C)C2CC2)c(Cl)cc1Cl (configuration not stated)	-3	20	2	-2	16	-14	0	1.8	3	-3
CC(C)NC(=O)COC(=O)c1ccc(O)cc1	22	-5	-8	-3	2	-16	-16	0.6	-22	-7
CCn1c(CSc2ncccn2)nnc1SCC(=O)N1CCc2ccccc21	-6	10	3	2	-1	-6	-11	0.0	6	5
CCCCNC(=O)c1ccccc1NC(=O)c1ccc2c(c1)OCO2	-30	24	-2	-7	-1	2	5	-2.6	30	2
CC1=CC(C)(C)N(C(=O)CSc2nnc(N)s2)c2cc(C)c(C)cc21	13	5	-4	-3	7	8	-11	-2.1	-13	-6
Cc1ccc(C)c(NC(=O)CCC(=O)N2CCOc3ccccc32)c1	-22	1	-12	-5	.	-4	-16	0.1	22	-2

The listing, from the first entry:
canonical_smiles	SR-BI DiI-HDL act	Arrestin-AP2 inh	PKA-R2B act	DAGLB inh	NSD2 inh	Cardiac RTF inh	PvdQ inh	C-LANA FP	SR-BI DiI inh	Keap1 Nrf2 FP
C/C(=N\NC(=O)C(N)=O)c1cccc(C(F)(F)F)c1	38	10	2	0	0	-8	-4	0.2	-38	-2
Cc1ccc(NC(=S)N(Cc2cccs2)Cc2cc3cc(C)ccc3[nH]c2=O)cc1	-11	-2	2	0	-2	8	-12	0.9	11	1
Cc1occc1-c1nnc(SCC(=O)NCc2ccco2)n1CC(C)C	4	9	-12	1	2	1	5	0.7	-4	-7
Clc1ccc(SCc2cc(-c3ccccc3)no2)cc1	9	-6	-12	-26	1	-5	-18	3.6	-9	-3
S=C(NC1CCCCC1)N1CCN(Cc2ccccc2)CC1	21	-12	-3	-4	3	5	-9	0.2	-21	3
Cc1cc(C(=O)NC(C)C2CC2)c(Cl)cc1Cl (configuration not stated)	-3	20	2	-2	16	-14	0	1.8	3	-3
CC(C)NC(=O)COC(=O)c1ccc(O)cc1	22	-5	-8	-3	2	-16	-16	0.6	-22	-7
CCn1c(CSc2ncccn2)nnc1SCC(=O)N1CCc2ccccc21	-6	10	3	2	-1	-6	-11	0.0	6	5
CCCCNC(=O)c1ccccc1NC(=O)c1ccc2c(c1)OCO2	-30	24	-2	-7	-1	2	5	-2.6	30	2
CC1=CC(C)(C)N(C(=O)CSc2nnc(N)s2)c2cc(C)c(C)cc21	13	5	-4	-3	7	8	-11	-2.1	-13	-6
Cc1ccc(C)c(NC(=O)CCC(=O)N2CCOc3ccccc32)c1	-22	1	-12	-5	.	-4	-16	0.1	22	-2
O=c1cc(-c2ccc([N+](=O)[O-])cc2)c2cc3c(cc2[nH]1)OCCO3	.	-7	6	3	-3	-14	-14	0.6	.	-3
CC(NC(=O)c1cc2ccccc2o1)C(=O)O (configuration not stated)	32	-5	4	-2	-3	-11	9	5.3	-32	2
O=C(Nc1ccc(F)cc1)c1cc(-c2ccccn2)nc2c(Cl)cccc12	-26	29	-16	4	0	-2	-7	0.2	26	6
COc1ccccc1C/C(N)=N/OC(=O)c1cccc([N+](=O)[O-])c1	-21	-2	-10	-4	5	-3	-22	0.7	21	-9
O=C(CC12CC3CC(CC(C3)C1)C2)NCC(=O)N1CCCC1	19	-4	4	-4	2	-7	-4	-0.4	-19	-4
CCCCOC(=O)C1=C(C)NC(=O)NC1c1ccc2c(c1)OCO2 (configuration not stated)	28	6	-4	0	-2	-14	13	0.3	-28	1
NC(=O)N/N=C/c1ccc([N+](=O)[O-])o1	5	5	13	2	.	5	0	0.4	-5	-3
CCCC(c1nnnn1CC1CCCO1)N1CCN(c2nc3ccccc3s2)CC1 (configuration not stated)	-2	12	2	2	0	3	-1	-0.8	2	0
CC(=O)Oc1ccc2c(c1)O/C(=C\c1ccncc1)C2=O	-4	5	-9	-20	.	-80	10	37	4	2
O=C(Cc1ccc(Cl)cc1Cl)OCC(=O)N1CCCCC1	-6	-8	-12	-1	25	-18	-2	-0.6	6	-5
CCCS(=O)(=O)n1nc(-c2ccc(OC)cc2OC)cc1N	15	16	-11	-2	.	-1	-1	-0.1	-15	1
CC1CCN(C(=S)c2cn(Cc3ccccc3F)c3ccccc23)CC1	3	-10	-14	-17	-2	0	-9	-0.8	-3	-6
COCc1[nH]nc2c1C(c1ccc(OC)c(OC)c1)C(C#N)=C(N)O2 (configuration not stated)	-1	29	-4	0	2	-14	-1	0.3	1	2
CCN(CC)S(=O)(=O)c1ccc(C(=O)OCC(=O)N2CCOCC2)cc1	0	7	-1	0	-3	0	-9	2.5	0	-3
O=C1N(Cc2cccnc2)C[C@@H]2C[C@@H](c3ccccc3C(F)(F)F)N3CCC[C@@]123	10	-10	-11	3	-2	-1	-4	-0.9	-10	1
COCC(C)NS(=O)(=O)c1ccc(C)cc1 (configuration not stated)	28	0	-3	2	-33	-10	2	0.0	-28	3
O=C(N/N=C/c1ccco1)c1ccc2nc[nH]c2c1	12	-1	1	1	0	0	-4	-0.1	-12	0
Cn1c(=O)c2c(nc(SCCN3CCOCC3)n2Cc2ccc(F)cc2)n(C)c1=O	28	6	-1	-5	.	-4	-15	-0.4	-28	-1
COC(=O)c1ccc2c(c1)N(Cc1nc(-c3ccc(Cl)cc3)oc1C)C(=O)C1CCCN21 (configuration not stated)	.	-1	-4	1	.	-7	-9	-1.6	.	-10
CCOC(=O)N1C(=O)[C@](CC)(c2ccccc2)N1C(=O)OCC	6	6	-7	-1	.	2	-11	0.1	-6	-93
Fc1ccc(C(c2ccc(F)cc2)N2CCN(C/C=C/c3ccccc3)CC2)cc1	3	11	8	-9	.	1	-8	-0.4	-3	1
COc1ccc(/C=C2\SC(=O)N(CC(=O)Nc3cccnc3)C2=O)cc1OC	-9	-6	-3	0	0	-8	-10	1.2	9	-4
O=C1c2ccccc2C(=O)N1OCc1ccc(Cl)cc1	-2	5	9	-7	-1	2	-11	-0.6	2	-1
COc1cccc(OC)c1OC(=O)C1CC(=O)N(c2ccc3c(c2)OCCO3)C1 (configuration not stated)	-13	-1	-12	-6	2	-3	-27	2.2	13	-5
Cc1ccc(C2CC(c3cccs3)=NN2C(=O)CSc2nc3ccccc3o2)cc1 (configuration not stated)	30	62*	0	-4	1	-10	7	-4.0	-30	3
CN1CCC(NC(=S)NC2CC2)CC1	14	-5	-2	-1	-1	6	-9	-3.1	-14	-6
Cc1cccc(NC(=O)c2cccc(C(=O)Nc3cccc(C)n3)c2)n1	2	-4	-3	-3	8	-10	-10	-1.3	-2	5
O=C(COc1ccc2c3c(c(=O)oc2c1)CCCC3)NCCCN1CCOCC1	17	-1	0	-2	0	-7	5	2.7	-17	-3
COc1ccc(OCC(=O)c2c[nH]c3ccccc23)cc1	-17	10	-1	-1	-2	-13	-12	1.1	17	-5
O=C(c1ccc(F)cc1)c1ccc(-c2ccc(F)cc2)nc1	-20	-3	7	-19	-3	-15	-4	1.5	20	5
CN1CCN(C(=O)CCc2ncc(C(F)(F)F)cc2Cl)CC1	27	-3	10	-2	1	-7	-6	0.3	-27	2
CN(C(=O)c1cc2ccccc2cc1O)C1CCCCC1	-3	9	9	-1	5	0	1	-0.2	3	1
CCc1cc(-c2n[nH]c(=S)n2-c2cccc(C)c2)cs1	0	-5	-1	2	5	-18	-1	-1.7	0	-3
O=C(Nc1cc(Cl)cc(Cl)c1)Nc1cnccn1	-10	-9	2	2	-4	-3	-5	-1.0	10	-2
COc1cccc(C(=O)c2c[nH]c(C(=O)NCc3ccco3)c2)c1	-57	27	2	1	3	-1	-9	-0.2	57	4
O=C(CSc1nnc(C2CC2)n1C1CC1)c1cc(F)ccc1F	10	8	-15	0	4	-13	3	-1.2	-10	-2
COC(=O)C1=NNC(C(=O)OC)C1c1ccccc1 (configuration not stated)	-2	5	-5	-1	0	-15	-19	-1.2	2	-4
N#Cc1c(/N=C/c2ccco2)oc(-c2ccccc2)c1-c1ccccc1	8	1	-11	1	-4	-7	-5	-0.3	-8	-3
Cc1ccc(C(=O)C2CCN(S(=O)(=O)c3ccc(C(=O)O)cc3)CC2)cc1	19	-16	8	2	66*	-6	-9	-1.1	-19	1

Screening data as filed in PubChem.
